Screens from PubChem BioAssay.
iPSC survival up = increases survival of single human iPS cells; hiPSC single-cell survival, ATPlite luminescence; 100% = ROCK inhibitor wells, 0% = DMSO; survival enhancement, % at 20 µM; 0.044% of 360,000 active; AID 602274; in the data active = survival enhancement above about 18%;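 also: cells exposed to compounds for 16 hours before the ATP read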
NR2E3 ag-1 = activates human photoreceptor nuclear receptor NR2E3. Q9Y5X4. GST-NR2E3/biotin-RetCOR TR-FRET, 1536-well. inhibition of corepressor binding, % at 4.78 µM. 0.12% of 320,000 active. AID 2300;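 active = percent inhibition above the cutoff of mean plus 3 SD of all tested compounds, set per screening campaign, cut at about 20% in these data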;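 also: 0% = DMSO wells and 100% = biotin wells as full block of FRET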
Target sequence (Q9Y5X4 whole entry, looked up): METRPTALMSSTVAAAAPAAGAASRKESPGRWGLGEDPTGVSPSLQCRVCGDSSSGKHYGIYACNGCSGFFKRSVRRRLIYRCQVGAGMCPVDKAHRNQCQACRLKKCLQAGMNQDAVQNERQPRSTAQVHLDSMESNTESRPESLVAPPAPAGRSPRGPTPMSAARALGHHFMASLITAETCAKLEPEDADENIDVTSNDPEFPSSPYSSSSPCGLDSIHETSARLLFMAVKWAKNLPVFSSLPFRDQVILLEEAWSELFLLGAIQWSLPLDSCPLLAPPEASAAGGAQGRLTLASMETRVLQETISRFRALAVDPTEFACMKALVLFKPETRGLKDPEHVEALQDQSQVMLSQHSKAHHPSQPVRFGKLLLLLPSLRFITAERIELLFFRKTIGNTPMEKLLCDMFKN
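System: GST-tagged NR2E3 plus biotinylated RetCOR corepressor; Buffer or medium: pH 7.5 Tris-based buffer; Probe or stimulus: RetCOR corepressor, biotinylated, 7 nM; Doses: compound at 4.8 µM, single dose; Schedule: 5 h incubation at 4 °C; Technique: time-resolved FRET; Evaluation: percent inhibition of TR-FRET ratio; Replication: one well per compound, singlicate testing.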
KKLEB tox = reduces viability of KKLEB cystic fibrosis airway cells | 0.36% of 360,000 active | activity change (cytotoxicity), % at 5 µM | KKLEB CF airway cells viability, ATPlite luminescence, overnight; active compounds read low; cells stimulated with P. aeruginosa culture filtrate;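 active = corrected activity change at or below -50% at 5 µM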
Peg3 prom inh = Peg3 promoter activity inhibition; HeLa PEG-Prom luciferase reporter, luminescence, overnight; inhibition, % at 20 µM; 1.7% of 360,000 active; AID 588405;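 active = inhibition of at least 50% at 20 µM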
LMP1 NFkB inh = inhibitors of Epstein-Barr LMP1-induced NF-kappaB reporter; AID 504558; LMP1-induced NF-kappaB luciferase reporter cells, luminescence; 0.69% of 350,000 active; inhibition, % at 12.5 µM; in the data active = inhibition above about 41%;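 also: 0% = neutral control wells and 100% = reference inhibitor control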
TRPM1 prom inh = inhibitors of MITF-driven TRPM1 promoter in melanoma cells; SK-MEL-5 TRPM1 promoter luciferase, 24 h; inhibition, % at 12.5 µM; 0.83% of 330,000 active; AID 488899;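 active = mean inhibition across replicates of 60% or more, whatever share of single replicates reaches that level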; also: values of inactives mirror those of a sister screen read the other way
NR2E3 ag-2 = human photoreceptor-specific nuclear receptor agonism; Q9Y5X4; CHO-S Gal4-NCOR/VP16-NR2E3 two-hybrid, luciferase; inhibition of corepressor binding, % at 3.98 µM; 0.35% of 360,000 active; AID 602229;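 active = inhibition above the mean of all tested compounds plus 3 SD, cut at about 70% in these data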;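 also: 0% = DMSO with NR2E3 transfected cells and 100% = cells lacking NR2E3 construct; higher means lower luciferase signal from less NR2E3 corepressor binding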
CF NFkB inh = cystic fibrosis NF-kB activation inhibition; KKLEB NF-kB-GFP reporter, PAF-induced, GFP fluorescence overnight; inhibition, % at 5 µM; 0.86% of 360,000 active; AID 588850;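 active = at least 50% inhibition at 5 µM, scaled per plate between neutral and stimulator controls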;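 also: PAF is a Pseudomonas aeruginosa culture filtrate used as stimulus; plate controls were PAF-stimulated DMSO wells for no effect and unstimulated DMSO wells for full effect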
HIF-2a block = inhibitors of HIF-2a; 786-0 RCC cells HIF-2a reporter, luciferase luminescence, overnight; inhibition, % at 18.8 µM; 0.72% of 360,000 active; AID 624352;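 active = inhibition of the luminescence signal of 40% or more relative to plate controls, in a single-dose primary screen at 18.75 µM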
Shn3 3UTR inh = Schnurri-3 reporter inhibition in Clone20 osteoblasts; Clone20 osteoblast Shn3 3'UTR firefly luciferase, 24 h; inhibition, % at 12.5 µM; 0.52% of 360,000 active;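 active = mean inhibition of at least 75% with every replicate also reaching 75%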;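 also: 0% = median of neutral control wells and 100% = pilot-screen positive control compound; some compounds past the cut are filed as inactive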
TRAIL sens C8 = caspase-8 TRAIL sensitization. NB7+C8 cells + TRAIL, ATPlite viability luminescence. AID 624354. 1% of 360,000 active. inhibition (viability loss, TRAIL sensitization), % at 10 µM;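 active = compounds causing at least 50% loss of cell viability in the single-dose screen, relative to plate controls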
Starred values were filed as active, the others as inactive; / = no result given. A portion of the library; count on the stated rates, not on these rows.

SMILES | iPSC survival up | NR2E3 ag-1 | KKLEB tox | Peg3 prom inh | LMP1 NFkB inh | TRPM1 prom inh | NR2E3 ag-2 | CF NFkB inh | HIF-2a block | Shn3 3UTR inh | TRAIL sens C8
O=C(Cn1ccc2ccccc2c1=O)NCCC(=O)Nc1ccc2c(c1)OCCO2 | -0.6 | -2 | -6 | -7 | 21 | -20 | 3 | 4 | 14 | 11 | -10
COc1cccc2[nH]c3c(N4CCCCC4)ncnc3c12 | -1.1 | -2 | -16 | -59 | -3 | -12 | -34 | -64 | -118 | -15 | 5
O=C(COC(=O)c1ccc(Cl)nc1)NC(=O)c1ccccc1 | 0.2 | -2 | -4 | -58 | -16 | -10 | -6 | -12 | -27 | 7 | -17
Cc1nnc(SCC(=O)NC2CCCCC2)n(N)c1=O | -2.8 | 8 | 7 | 2 | -3 | 4 | -33 | -10 | -5 | -17 | 0
Cc1ccc2cn[nH]c2c1NC(N)=S | 5.5 | 5 | -3 | 8 | -14 | 7 | 17 | 8 | 23 | -36 | -10
O=C(CC[C@H]1O[C@@H](n2ccc(=O)[nH]c2=O)[C@H](O)[C@@H]1O)NCCN1CCOCC1 | 1.2 | / | -4 | 1 | / | / | -3 | 2 | 4 | 6 | -4
COc1cc(NC(=O)CSc2ncccc2C(=O)OC(C)C)cc(OC)c1 | -0.2 | -4 | 1 | -11 | -7 | 2 | -12 | -6 | -10 | 18 | -15
O=C(Nc1ccc(C(F)(F)F)cn1)Nc1cccs1 | -0.3 | -6 | -4 | -105 | -6 | -5 | -30 | 6 | -166 | 4 | -6
COc1ccc2nc(NC(=O)CCc3nc(-c4ccccc4F)no3)sc2c1 | 1.8 | / | -5 | -16 | -6 | -4 | -17 | 7 | -55 | 15 | -6
Cc1ccc(S(=O)(=O)Nc2ccc(-c3nnc(SCC#N)n3C)cc2)cc1 | 1.1 | 1 | 2 | 9 | -9 | 6 | -9 | 9 | 18 | 7 | 36
COc1ccc2cc(C(=O)Nc3c(C)n(C)n(-c4ccccc4)c3=O)sc(=O)c2c1OC | 0.1 | 3 | -8 | -16 | -1 | -14 | -6 | -4 | 5 | 11 | -2
CCCCOc1ccc(C(=O)N/N=C/c2cn[nH]c2-c2ccc(OC)c(OC)c2)cc1 | -0.8 | -2 | -2 | -49 | 5 | 16 | -23 | 2 | 12 | 2 | -12
Cc1ccc(S(=O)(=O)/N=C(\CCl)N2CCOCC2)cc1 | -1.0 | 0 | -14 | 58* | 5 | 23 | 23 | 58* | 24 | -29 | 13
CN1CCN(c2nc3c(c(=O)[nH]c(=O)n3C)n2Cc2ccc(Cl)cc2)CC1 | 1.1 | / | -8 | 18 | 1 | 18 | -23 | 22 | 23 | 7 | -22
Cc1cnc(C(=O)OCC(=O)c2ccccc2)cn1 | -0.4 | 3 | -21 | -16 | 1 | -10 | 3 | 24 | -5 | -16 | -7
CCN(CC(=O)Nc1c(F)cccc1F)C(=O)/C=C/c1ccc2c(c1)OCO2 | -0.6 | -1 | 4 | -97 | -3 | -10 | -16 | -23 | -120 | -77 | -1
CCN(CC)C(=O)CSc1nc(-c2ccc(C)cc2)nc2c1COC(C)(C)C2 | 0.7 | -2 | 15 | 2 | 3 | -21 | -15 | 1 | 3 | -1 | 2
COc1ccc(N(CC(=O)NCc2cccnc2)S(=O)(=O)c2ccc(C)c([N+](=O)[O-])c2)cc1 | -0.2 | 0 | 1 | 8 | -1 | -11 | -6 | 2 | 19 | 21 | -6
COC(=O)C1CCN(C(=O)C2CCN(C(=O)[C@@H](NS(=O)(=O)c3ccc(C)cc3)C(C)C)CC2)CC1 | -1.3 | 1 | 1 | 11 | 7 | / | 0 | 22 | 10 | -12 | -13
CCN1CCN(c2c(Cl)cccc2NC(=O)c2ccc([N+](=O)[O-])cc2)CC1 | 0.2 | -1 | 4 | -2 | 3 | 6 | -10 | -12 | 7 | 1 | -4
CC(=O)c1ccc(N(C(=O)c2ccco2)C(C(=O)NC2CCCC2)c2ccc(N3CCOCC3)cc2)cc1 (stereo not given) | 0.4 | 0 | 12 | 6 | 14 | 2 | -20 | -6 | 12 | -3 | -1
CCCCC(=O)N(C)c1c(CC)nc2c(OCC3CCCCC3)cccn12 | -1.8 | / | -3 | 14 | / | / | -22 | 5 | 15 | 16 | 7
Cc1ccc(-n2c(SCC(=O)NC3CCS(=O)(=O)C3)nc3ccccc3c2=O)cc1 (stereo not given) | 0.7 | 2 | -10 | 1 | 2 | 3 | -25 | 10 | -13 | 9 | -11
CC(=O)Nc1ccc(S(=O)(=O)N(C)c2ccc(OCC(=O)OCC(=O)N3CCCCC3)cc2)cc1 | -0.1 | 3 | 24 | 4 | 0 | 12 | -17 | 1 | 10 | 2 | -3
COc1ccc(N2C(=O)[C@@H]3[C@H](C2=O)[C@H]2c4ccccc4C=CN2[C@@H]3C(=O)Nc2ccccc2)cc1 | -1.2 | 2 | -2 | -13 | -9 | 0 | -29 | -4 | -72 | 10 | -2
Cc1c(C)c2cc(Cl)c(OCC(=O)N3CCN(c4ccc(F)cc4)CC3)cc2oc1=O | -0.6 | 1 | 1 | 0 | -11 | 4 | -12 | -7 | 4 | 2 | -11
Cc1cccnc1Sc1c([N+](=O)[O-])ncn1C | -1.7 | 3 | -2 | 3 | -2 | 2 | -45 | -4 | 8 | 0 | -4
CC1(C)CC(=O)C(C=NCCc2ccc(S(N)(=O)=O)cc2)=C(O)C1 | -0.9 | 2 | 12 | 3 | 3 | 12 | -17 | -14 | 12 | -19 | 18
CC1S/C(=C(\C#N)C(N)=O)N(c2ccc(F)cc2)C1=O (stereo not given) | 0.9 | -1 | -6 | 15 | -4 | 18 | -13 | 15 | -1 | -1 | -1
O=C1C(=Cc2ccco2)CCC1=Cc1ccco1 | 6.7 | / | 7 | 23 | -2 | -22 | 5 | 23 | 6 | -34 | -2

Shown with tabs: seven of the compounds above
Structure	iPSC survival up	NR2E3 ag-1	KKLEB tox	Peg3 prom inh	LMP1 NFkB inh	TRPM1 prom inh	NR2E3 ag-2	CF NFkB inh	HIF-2a block	Shn3 3UTR inh	TRAIL sens C8
CC(=O)c1ccc(N(C(=O)c2ccco2)C(C(=O)NC2CCCC2)c2ccc(N3CCOCC3)cc2)cc1 (stereo not given)	0.4	0	12	6	14	2	-20	-6	12	-3	-1
CCCCC(=O)N(C)c1c(CC)nc2c(OCC3CCCCC3)cccn12	-1.8	/	-3	14	/	/	-22	5	15	16	7
Cc1ccc(-n2c(SCC(=O)NC3CCS(=O)(=O)C3)nc3ccccc3c2=O)cc1 (stereo not given)	0.7	2	-10	1	2	3	-25	10	-13	9	-11
CC(=O)Nc1ccc(S(=O)(=O)N(C)c2ccc(OCC(=O)OCC(=O)N3CCCCC3)cc2)cc1	-0.1	3	24	4	0	12	-17	1	10	2	-3
COc1ccc(N2C(=O)[C@@H]3[C@H](C2=O)[C@H]2c4ccccc4C=CN2[C@@H]3C(=O)Nc2ccccc2)cc1	-1.2	2	-2	-13	-9	0	-29	-4	-72	10	-2
Cc1c(C)c2cc(Cl)c(OCC(=O)N3CCN(c4ccc(F)cc4)CC3)cc2oc1=O	-0.6	1	1	0	-11	4	-12	-7	4	2	-11
Cc1cccnc1Sc1c([N+](=O)[O-])ncn1C	-1.7	3	-2	3	-2	2	-45	-4	8	0	-4

The listing continues.
SMILES | iPSC survival up | NR2E3 ag-1 | KKLEB tox | Peg3 prom inh | LMP1 NFkB inh | TRPM1 prom inh | NR2E3 ag-2 | CF NFkB inh | HIF-2a block | Shn3 3UTR inh | TRAIL sens C8
CC(C)(C)OC(=O)NCc1ccc(CNC(=O)c2[nH]cnc2C(=O)Nc2ccccc2F)cc1 | 0.3 | / | -6 | 39 | 4 | / | 9 | 18 | 3 | 81 | 56*
CCOc1ncccc1C(=O)N(C)CC(=O)Nc1ccccc1SC | 4.2 | 0 | 0 | 6 | 2 | 1 | 20 | 5 | 10 | -4 | -9
Cc1ccc(SC(=O)COc2ccc(C)c(C)c2)cc1 | 1.7 | 3 | 0 | 2 | -3 | 4 | 2 | -5 | 20 | 3 | 3
O=C(NCc1ccc2c(c1)OCO2)C(=O)NCC1OCCN1S(=O)(=O)c1ccc(F)cc1 (stereo not given) | 1.2 | -1 | -3 | 24 | -1 | 12 | -8 | -10 | 5 | 2 | -9
CC(=O)c1cc2c(cc1NC(=O)CCc1ccccc1)OCO2 | 4.7 | 2 | -6 | -35 | -6 | -10 | -28 | 0 | -57 | -16 | -9
CSc1ccc(/C=C(\C#N)C(=O)Nc2cccc(C)c2)cc1 | -0.6 | 1 | 6 | -246 | -22 | -40 | -36 | -2 | -192 | -70 | -4
CCCNC(=O)c1ccc(N2CCC3(CC2)CC(c2ccccc2)=NO3)c(NC(=O)c2cccc(OC)c2)c1 | -1.1 | 4 | -10 | 12 | 12 | 5 | -15 | -10 | 0 | 23 | -1
Cn1c(=O)[nH]c(=O)c2c1nc(CN1CCN(c3cccc(Cl)c3)CC1)n2CCN1CCOCC1 | 6.7 | 4 | 0 | 6 | 6 | -1 | 2 | -8 | 1 | -2 | -14
O=C(Cc1ccccc1)Nc1nnc(-c2ccccc2)o1 | 2.8 | 0 | 6 | -14 | -3 | 4 | 0 | 1 | -7 | -9 | 32
CCCCCOc1ccc(C(=O)Nc2ccc(S(=O)(=O)Nc3cc(C)on3)cc2)cc1 | -0.4 | 1 | -2 | -4 | -4 | 7 | 5 | 8 | 11 | 9 | 12
C/C(=N\NC(=O)c1ccc(CN2CCOCC2)cc1)c1ccc([N+](=O)[O-])cc1 | -1.0 | 1 | 7 | 8 | 5 | -9 | -25 | 5 | 16 | -1 | 1
Cc1ccc(N=Nc2c(C)[nH]n(C(N)=S)c2=O)cc1 | -2.7 | 1 | 7 | -227 | -37 | -46 | -38 | -40 | -251 | -71 | 5
CC(C)NC(=O)c1ccccc1N(Cc1ccccc1)S(C)(=O)=O | 6.1 | -1 | 0 | 6 | -1 | 2 | 1 | 2 | 9 | 12 | 2
COCCCNC(=O)c1cn(CCOC)c(=O)c2c1c1ccccc1n2C | -0.5 | 1 | -17 | 11 | -5 | 13 | -20 | 3 | 10 | 12 | -21
O=C(Nc1nc(-c2cccs2)c(-c2cccs2)s1)C1CCCC1 | 4.1 | / | 6 | 6 | -3 | 14 | -5 | -7 | -13 | 18 | 6
